# Bioassay records: PubChem, National Center for Advancing Translational Sciences (NCATS)
# GRP78 ERSR act – ER stress response induction in glioma; U87-MG GRP78 promoter luciferase reporter, 16 h; Potency, µM, without a hit: at the highest dose activation, hits mostly activators; 0.02% of 420,000 active; note: potency is the fitted concentration of half-maximal effect; series mostly up to about 76 µM; % of control where 0% means no effect; nearly all actives have a fitted effect of over 35% in size
#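 ERSR induction read as luciferase luminescence (Bright-Glo, 10 min at room temperature) in stably transfected human U87-MG glioma cells exposed to compounds for 16 h, using GRP78 as sensor.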
# Vif-APOBEC3F blk – blocks the Vif interaction with APOBEC3F; HeLa A3F-eYFP + Vif (tagged APOBEC3F with the HIV-1 protein that degrades it), YFP fluorescence increase; Potency, µM (top dose mostly 46.1 µM), without a hit: at the highest dose activity, negative = active; 0.2% of 390,000 active; AID 602313; note: potency is the fitted concentration of half-maximal effect; % of control where 0% means no effect; nearly all actives have a fitted effect of over 65% in size
#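 Fluorescence increase (Ex 488/Em 500-530) after overnight compound treatment at 37 deg C flags inhibition of Vif-driven A3F-eYFP loss in stable HeLa A3F-eYFP/Vif cells seeded overnight beforehand.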
# RGS4 inh – human RGS4 inhibition; P49798; Transcreener GDP fluorescence polarization, RGS4-accelerated GTP hydrolysis; Potency, µM (doses to about 114 µM), for inactives: at the highest dose activity change, negative = inhibition, hits mostly inhibitors; 0.039% of 390,000 active; note: potency is the fitted concentration of half-maximal effect; % is set by controls: 0 for no effect and ±100 for the full control effect; nearly all actives have a fitted effect of over 75% in size; some results filed as inactive show a strong effect at the top dose
#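 MLSMR compounds (23 nl, pin-transferred) preincubated 10 min at room temperature with a 500nM (2x) first reagent, then RGS4 at 900nM (2x) plus Transcreener GDP mix added; fluorescence polarization (620/688 nm) read before and after 90 min at 30 °C.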
# USP1-UAF1 inh – inhibitors of human USP1/UAF1 deubiquitinase. recombinant USP1/UAF1, Ub-Rhodamine cleavage fluorescence. Potency, µM (titrated, usually from 57.1 µM), without a hit: at the top dose activity change, negative = inhibition, hits mostly inhibitors. 0.23% of 390,000 active; note: potency is the fitted concentration of half-maximal effect; % is set by controls: 0 for no effect and ±100 for the full control effect; nearly all actives have a fitted effect of over 60% in size; inactives centre near -12
#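 In this screen, compounds sit with the deubiquitinase complex (1nM) for 15 min at room temperature before Ub-Rho is added at 150nM final. Fluorescence rise is then followed for 6 reads every 60 seconds.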
# rTrxR1 inhibitor – inhibitors of rat thioredoxin reductase 1; AID 588453; recombinant rTrxR1, NADPH fluorescence consumption, selenite substrate; 1% of 390,000 active; Potency, µM (highest dose often 114 µM), inactives show at the highest dose activity change, negative = inhibition, actives largely listed as inhibitors; note: potency is the fitted concentration of half-maximal effect; % is set by controls: 0 for no effect and ±100 for the full control effect; nearly all actives have a fitted effect of over 65% in size
# Target sequence (O89049 whole entry, looked up): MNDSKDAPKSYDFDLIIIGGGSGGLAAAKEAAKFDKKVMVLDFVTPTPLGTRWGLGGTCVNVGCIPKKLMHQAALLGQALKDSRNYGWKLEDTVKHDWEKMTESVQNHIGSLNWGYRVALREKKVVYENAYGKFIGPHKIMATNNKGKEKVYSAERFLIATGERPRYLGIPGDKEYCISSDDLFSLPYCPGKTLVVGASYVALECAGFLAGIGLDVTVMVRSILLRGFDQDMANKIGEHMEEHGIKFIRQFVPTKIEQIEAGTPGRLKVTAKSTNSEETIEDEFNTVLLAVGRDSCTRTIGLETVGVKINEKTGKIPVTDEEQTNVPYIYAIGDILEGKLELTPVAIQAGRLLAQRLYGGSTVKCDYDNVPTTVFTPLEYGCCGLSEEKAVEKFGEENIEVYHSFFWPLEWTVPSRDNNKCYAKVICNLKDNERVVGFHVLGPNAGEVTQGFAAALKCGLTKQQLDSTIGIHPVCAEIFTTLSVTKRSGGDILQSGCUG
#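 Rat TrxR1 (90 nM in the dispensed reagent) was pre-reduced with 400 uM NADPH for 5 min at room temperature, then incubated with compound for 15 min. After 400 uM selenite was added, NADPH fluorescence (Ex 340/Em 450 nm) was followed for 8 min.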
# mIDH1 inhibitor – inhibitors of human mutant IDH1 R132H; O75874; IDH1-R132H enzyme, NADPH consumption, diaphorase/resazurin fluorescence; Potency, µM (series often up to 76.6 µM), inactives show top-dose activity change, negative = inhibition, usual class: inhibitors; 0.093% of 390,000 active; AID 602179; note: potency is the fitted concentration of half-maximal effect; % is set by controls: 0 for no effect and ±100 for the full control effect; nearly all actives have a fitted effect of over 65% in size
# Target sequence (O75874 whole entry R132H, stated change not applied): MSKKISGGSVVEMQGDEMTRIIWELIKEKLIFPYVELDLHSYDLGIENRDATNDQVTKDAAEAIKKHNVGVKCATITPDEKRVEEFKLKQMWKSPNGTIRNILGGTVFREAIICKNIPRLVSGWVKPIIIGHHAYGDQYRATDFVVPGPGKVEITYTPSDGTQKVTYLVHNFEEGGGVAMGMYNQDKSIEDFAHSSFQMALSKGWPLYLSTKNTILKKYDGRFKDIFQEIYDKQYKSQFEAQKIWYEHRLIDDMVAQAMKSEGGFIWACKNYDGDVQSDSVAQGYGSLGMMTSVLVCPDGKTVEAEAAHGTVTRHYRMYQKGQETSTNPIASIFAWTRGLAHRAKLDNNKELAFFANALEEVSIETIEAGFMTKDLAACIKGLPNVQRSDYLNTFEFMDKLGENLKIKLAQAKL
#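 IDH1-R132H (0.5 ug/mL) preincubated 30 min with compound, then NADPH (0.016 mM) and alpha-KG (2 mM) added; 80 min at RT, pH 7.5. Remaining NADPH coupled via diaphorase/resazurin to fluorescence (540/590 nm); concentration-response curves normalized to no-enzyme control.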
# Vif-A3G inh – inhibitors of Vif-APOBEC3G interaction; Q9HC16; HeLa A3G-eYFP + Vif (tagged APOBEC3G with the HIV-1 protein that degrades it), YFP fluorescence, overnight; Potency, µM (doses to about 46.1 µM), for the others: at the highest dose activity, negative = active, actives largely listed as inhibitors; 0.076% of 410,000 active; AID 602310;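 note: potency is the fitted concentration of half-maximal effect; % is set by controls: 0 for no effect and ±100 for the full control effect; nearly all actives have a fitted effect of over 60% in size; hits raise eYFP signal because A3G escapes Vif-driven loss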
#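 HeLa cells stably expressing Vif and C-terminally eYFP-tagged A3G, seeded overnight at 37 deg C, then exposed to compound by pintool overnight at 37 deg C. Rise in yellow fluorescence (Ex 488/Em 500-530, Acumen) marks blocked Vif-driven A3G degradation.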
# LDHA block – blocks human lactate dehydrogenase A; purified LDHA, NADH/diaphorase-resazurin fluorescence; hits give low values; activity change, % (values are at about 110 or 230 µM); P00338; 0.15% of 480,000 active; in the data active = activity change below about -30%; inconclusive = mostly about -25% to -30%;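 note: plate controls were DMSO wells for no effect and wells without enzyme for full effect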
#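 Human LDH5 (2 nM) was incubated with 0.06 mM NADH and 0.2 mM pyruvate for 5 min at room temperature in Tris pH 7.4. Remaining NADH was coupled through diaphorase/resazurin, and resorufin fluorescence was read at 0 and 20 min.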
# TrxR1 substrate – is turned over as a substrate by rat TrxR1; purified TrxR1 substrate turnover, NADPH consumption readout; 0.01% of 390,000 active; O89049; Potency, µM (titrated, usually from 114 µM), inactives show top-dose activity change, negative = substrate turnover; note: potency is the fitted concentration of half-maximal effect; % is set by controls: 0 for no effect and ±100 for the full control effect; nearly all actives have a fitted effect of over 50% in size
#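 Rat TrxR1, dispensed at 90 nM, was prereduced with 400 uM NADPH (final) for 5 min at ~22 deg C, then incubated with compound 15 min before 400 uM selenite. A first-read NADPH fluorescence drop versus no-compound background flagged substrates.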
# The depositor's hits bear a star; ? = inconclusive; . = not tested or not shown; & = joins results of further samples; [ ] = dose if it differs, or a comment. Unless noted, calls come from the whole dose curve; as a rule, active = well fitted curve in the direction sought with a large enough effect; inconclusive = small, poorly fitted or top-dose-only effect, or another doubt; inactive = no such curve, though single readings can be large; an effect the other way counts as inactive or inconclusive. This is a subset (hit frequency here may not be typical).
Molecule,GRP78 ERSR act,Vif-APOBEC3F blk,RGS4 inh,USP1-UAF1 inh,rTrxR1 inhibitor,mIDH1 inhibitor,Vif-A3G inh,LDHA block,TrxR1 substrate
CCOC(=O)c1ccc(NC(=O)c2c(NCc3cc(OC)c(OC)cc3OC)sc3c2CCCC3)cc1,-1.7%,5.3%,-32.5%,-5.1%,5.9%[57.1 µM],-15.9%,0.1%,3.0,-2.9%[57.1 µM]
O=C(NNC(=S)NC(=O)c1cccs1)c1ccc(O)cc1,-1.5%,2.9%,?,-18.3%,1.1%,8.0%,-11.7%,0.4,-2.2%
CCN(CC)CCN(C(=O)c1cccc(N2C(=O)CCC2=O)c1)c1nc2cc3c(cc2s1)OCO3,-0.2%,0.1%,-0.6%,-2.8%,-6.8%,-3.2%,4.3%,0.6,-4.1%
C[C@@H]1CCCCO[C@@H](CN(C)S(=O)(=O)c2ccc(F)cc2)[C@@H](C)CN([C@H](C)CO)C(=O)c2cc(N(C)C)ccc2O1,-0.5%,-2.1%,.,-17.0%,.,1.1%,-10.2%,3.3,.
Cc1ccn2cc(CCNC(=O)COc3ccccc3)nc2c1,0.4%,2.7%,-13.3%[11.4 µM],-31.2%,-0.5%,-4.0%,1.1%,-0.1,26.2%
Cc1cc(C(=O)N(C)C2CCCCC2)no1,5.5%,-0.1%,3.9%,-4.1%,9.1%,-8.4%,5.2%,-11.2,1.0%
Cn1cccc1C(=O)NCc1ccc(S(N)(=O)=O)cc1,-2.5%,0.7%,6.7%,-7.7%,11.4%,3.9%,-6.1%,-1.9,4.0%
Cc1ccc(-c2n[nH]c(=S)n2/N=C/c2cccn2C)cc1,-3.4%,-16.2%,-46.6%,-6.4%,?,3.7%,-0.4%,-1.4,-12.9%
CC1(C)C(=O)Nc2ccccc2N1C(=O)COc1ccc(S(=O)(=O)N2CCOCC2)cc1Cl,-0.6%,-7.6%,-27.6%,-8.7%,3.0%[57.1 µM],9.3%,-10.3%,0.5,-1.3%[57.1 µM]
COc1cc2c(cc1C=O)OC(C)C2 (stereo not drawn),-4.2%,1.8%,-4.9%,-4.4%,4.4%,3.2%,0.4%,0.2,2.7%
COc1ccc(CC(=O)N2CCN(c3ccccc3OC)CC2)cc1,-2.6%,7.9%,-14.7%[56.9 µM],-7.2%,-7.6%,-13.9%,-12.0%,-9.7,-6.7%
O=c1[nH]cc(CCCc2ccccc2)c(=O)[nH]1,-1.3%,-0.1%,.,?,.,-20.1%,1.2%,-15.6,.
O=C(CSc1nnc(CNC(=O)c2ccccc2)o1)Nc1ccc2c(c1)OCO2,-1.9%,-4.1%,18.9%,-4.3%,-4.8%,7.6%,-0.4%,-7.0,-11.2%
Oc1ccccc1-c1nc2ccc(Cl)cn2c1Nc1ccc2c(c1)OCCO2,1.4%,-1.2%,-15.7%,-30.5%,21.3%,8.4%,2.3%,3.7,-1.3%
CC(=O)Nc1ccc(NC(=O)CSc2nc3ccccc3o2)cc1,0.8%,5.5%,-5.3%,-19.7%,9.8%,3.8%,0.3%,-7.2,3.7%

# Additional compounds.
Molecule,GRP78 ERSR act,Vif-APOBEC3F blk,RGS4 inh,USP1-UAF1 inh,rTrxR1 inhibitor,mIDH1 inhibitor,Vif-A3G inh,LDHA block,TrxR1 substrate
CC(NC(=O)c1ccc(Br)cc1)c1ccc2c(c1)CCCC2 (stereo not drawn),-5.8%,9.4%,-20.4%,-21.9%,-7.3%,1.4%,-0.8%,-1.9,-3.5%
C[C@H]1CCCCO[C@H](CN(C)S(=O)(=O)c2cn(C)cn2)[C@@H](C)CN([C@@H](C)CO)C(=O)c2cc(NS(=O)(=O)c3ccccc3)ccc2O1,5.7%,-0.3%,.,-28.3%,.,-3.1%,-0.3%,-5.1,.
Cc1ccc(N(CC(=O)NCc2ccccc2)C(=O)c2csnn2)c(C)c1,0.0%,3.9%,5.7%,-12.9%,-2.9%[57.1 µM],0.0%,-1.4%,-9.9,-1.8%[57.1 µM]
Cc1cc(C)c2c(N)c(C(=O)NC3CC3)sc2n1,1.4%,3.6%,13.6%,-8.2%,-9.1%,12.7%,1.8%,-4.4,14.5%
O=C(O)C(Oc1ccc2ccccc2c1)c1ccccc1 (stereo not drawn),-2.4%,1.3%,-33.0%,-8.5%,24.6%,9.1%,-5.2%,-5.8,2.4%[11.4 µM]
CC(C)(CNS(C)(=O)=O)SCc1ccc(Cl)cc1,0.9%,-18.0%,4.0%,-17.9%,12.1%[57.1 µM],-3.5%,0.2%,-11.2,5.3%[57.1 µM]
COc1ccc(/C=C(\C#N)C(=O)ONC2=NCCCCC2)cc1,-4.2%,-7.8%,-11.4%,-17.5%,-2.8%,13.8%,1.9%,1.0,-4.4%
O=C(NCc1n[nH]c(=S)n1-c1ccccc1)c1ccco1,-5.8%,2.5%,-7.4%,9.1%,-16.9%,-0.5%,1.9%,-6.4,-0.5%
COc1ccc(S(=O)(=O)NCc2csc(-c3cccnc3)n2)cc1,-4.1%,0.2%,-12.2%,-18.2%,9.4%[57.1 µM],-7.5%,-3.2%,-3.1,7.4%[57.1 µM]
CC(=O)NC(C)CCc1ccccc1 (stereo not drawn),-7.6%,-13.4%,12.5%,-2.2%,7.7%,4.1%,4.5%,-8.0,-5.7%
Cc1ncoc1C(=O)NC1CCCc2c1cnn2-c1cc(F)cc(F)c1 (stereo not drawn),-1.7%,2.3%,.,-24.0%,.,4.7%,1.5%,-2.1,.
Cc1nc2cccnc2n1C1CCN(S(C)(=O)=O)CC1,-1.8%,1.7%,-12.9%,-11.5%,6.8%[57.1 µM],-10.4%,6.6%,-12.7,1.3%[57.1 µM]
CCOC(=O)N1CCC(n2c(SCC(=O)NCCc3ccc(S(N)(=O)=O)cc3)nc3ccccc3c2=O)CC1,0.2%,6.6%,22.4%,-2.6%,3.5%[57.1 µM],3.9%,3.0%,-6.9,5.3%[57.1 µM]
C[C@H](CO)N1C[C@H](C)[C@@H](CN(C)S(=O)(=O)c2ccccc2F)OCc2cnnn2CCCC1=O,-2.4%,-4.8%,.,8.6%,.,-1.8%,0.4%,-4.4,.
O=C(Cc1ccccc1)Nc1nnc(-c2cccs2)s1,2.9%,0.0%,39.2%,-1.0%,-15.2%,-6.6%,1.4%,-5.5,35.7%[activator]

# New compounds follow:
Molecule,GRP78 ERSR act,Vif-APOBEC3F blk,RGS4 inh,USP1-UAF1 inh,rTrxR1 inhibitor,mIDH1 inhibitor,Vif-A3G inh,LDHA block,TrxR1 substrate
Cc1nc(-c2ccc(C)c(S(=O)(=O)N3CCC(C(=O)NCc4ccc(Cl)cc4)CC3)c2)no1,-3.5%,-6.6%,-3.0%,-12.4%,-9.4%[57.1 µM],0.8%,3.1%,2.3,-8.1%[57.1 µM]
CC1(C)CC(=O)C2=C(C1)C(c1cn(-c3ccccc3)nc1-c1ccccc1)C(C#N)=C(N)O2 (stereo not drawn),?,1.6%,-42.4%,-19.2%,-14.8%,-1.2%,-10.6%,2.4,-7.7%
O=C(c1cccc(F)c1F)N1CCCc2ccccc21,-5.2%,4.6%,-22.4%,11.6%,16.1%[57.1 µM],5.8%,-0.3%,-5.7,-10.4%
COc1ccc(OC)c(C(c2nnnn2C2CCCC2)N2CCc3ccccc3C2)c1 (stereo not drawn),-2.3%,3.4%,4.2%,-32.0%,4.1%[57.1 µM],1.0%,-4.0%,-3.6,4.5%[57.1 µM]
CN(Cc1nccs1)C(=O)C1CCC(=O)N(CCc2cccc(F)c2)C1 (stereo not drawn),-0.9%,2.6%,43.3%,0.3%,4.7%,2.7%,-0.1%,-14.6,-4.5%
COc1ccc(C(=O)N/N=C(\C)CC(=O)Nc2ccc3ccccc3c2)c(OC)c1,-2.5%,4.2%,-53.1%,-18.4%,-9.6%,6.5%,-4.5%,2.5,-2.6%
COc1ccc(N2CCN(C(=O)c3cnc(SC)nc3C)CC2)cc1,-3.5%,0.8%,-2.1%,4.5%,8.0%,-6.2%,0.5%,5.2,-4.4%
Cc1ccc(CNC(=O)c2ccc(CS(=O)(=O)c3ccccc3)o2)cc1,-5.5%,9.5%,15.0%,-18.4%,10.4%,1.8%,-0.8%,-0.1,3.0%
O=C1CCN(CCc2ccccc2)CCN1[C@H](CO)Cc1ccccc1,-4.1%&-3.8%,-1.8%,2.5%,-19.0%,1.0%&24.2%,1.2%,3.0%&-0.2%,-2.7,0.8%&6.4%
Cc1ccc(S(=O)(=O)N2CCOCC2)cc1C(=O)OCC(=O)Nc1ccc(Cl)cn1,-6.1%,-14.4%,.,-23.7%,.,3.6%,-2.0%,-0.1,.

# Structures shown so far with a cyano group:
Molecule,GRP78 ERSR act,Vif-APOBEC3F blk,RGS4 inh,USP1-UAF1 inh,rTrxR1 inhibitor,mIDH1 inhibitor,Vif-A3G inh,LDHA block,TrxR1 substrate
COc1ccc(/C=C(\C#N)C(=O)ONC2=NCCCCC2)cc1,-4.2%,-7.8%,-11.4%,-17.5%,-2.8%,13.8%,1.9%,1.0,-4.4%
CC1(C)CC(=O)C2=C(C1)C(c1cn(-c3ccccc3)nc1-c1ccccc1)C(C#N)=C(N)O2 (stereo not drawn),?,1.6%,-42.4%,-19.2%,-14.8%,-1.2%,-10.6%,2.4,-7.7%
